CHT PAM: allosterically activates the human high affinity choline transporter; Q9GZV3; CHT-expressing cells, membrane potential dye, choline EC20; active compounds read high; LV-AA mutant CHT in HEK293 cells; B-score at 10 µM; 310,000 compounds, 0.49% hits;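 active = initial fluorescence not abnormally high and integrated response B-score, plate-corrected, over 3 SD above library mean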
Target sequence (Q9GZV3 whole entry, looked up): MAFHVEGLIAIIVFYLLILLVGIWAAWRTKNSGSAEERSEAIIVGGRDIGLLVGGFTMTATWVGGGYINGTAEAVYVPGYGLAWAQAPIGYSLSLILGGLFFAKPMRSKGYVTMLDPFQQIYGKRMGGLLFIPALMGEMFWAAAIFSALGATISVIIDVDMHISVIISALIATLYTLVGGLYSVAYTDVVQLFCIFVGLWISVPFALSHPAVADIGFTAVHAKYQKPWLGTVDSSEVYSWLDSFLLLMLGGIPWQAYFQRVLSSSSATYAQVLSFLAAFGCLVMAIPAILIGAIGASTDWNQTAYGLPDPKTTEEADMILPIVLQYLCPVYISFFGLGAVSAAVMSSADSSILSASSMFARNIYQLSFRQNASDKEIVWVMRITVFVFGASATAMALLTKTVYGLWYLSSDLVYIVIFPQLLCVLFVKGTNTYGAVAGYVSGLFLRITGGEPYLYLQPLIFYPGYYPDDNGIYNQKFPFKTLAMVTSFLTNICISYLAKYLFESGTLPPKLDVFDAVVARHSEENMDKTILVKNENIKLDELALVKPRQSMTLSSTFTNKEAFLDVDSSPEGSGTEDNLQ
CHT block: inhibits the human high affinity choline transporter. CHT-expressing cells, membrane potential dye, choline response; active compounds read low. B-score at 10 µM. 310,000 compounds, 0.86% hits. AID 488975;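 active = B-score over 3 SD under the library average, and starting fluorescence ratio not unusually high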;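 also: choline stimulus applied at its EC90 after an EC20 pre-addition; B-score computed on integrated fluorescence ratio after choline addition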
STK33 kinase inh: inhibitors of human STK33 kinase. purified STK33, MBP phosphorylation, ADP-Glo luminescence. inhibition, % at 10 µM. 320,000 compounds, 0.073% hits. Q9BYT3;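 active = inhibition at or above 25%, using the most active replicate where run in duplicate; inactive = inhibition below 25%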
Target sequence (Q9BYT3 whole entry, looked up): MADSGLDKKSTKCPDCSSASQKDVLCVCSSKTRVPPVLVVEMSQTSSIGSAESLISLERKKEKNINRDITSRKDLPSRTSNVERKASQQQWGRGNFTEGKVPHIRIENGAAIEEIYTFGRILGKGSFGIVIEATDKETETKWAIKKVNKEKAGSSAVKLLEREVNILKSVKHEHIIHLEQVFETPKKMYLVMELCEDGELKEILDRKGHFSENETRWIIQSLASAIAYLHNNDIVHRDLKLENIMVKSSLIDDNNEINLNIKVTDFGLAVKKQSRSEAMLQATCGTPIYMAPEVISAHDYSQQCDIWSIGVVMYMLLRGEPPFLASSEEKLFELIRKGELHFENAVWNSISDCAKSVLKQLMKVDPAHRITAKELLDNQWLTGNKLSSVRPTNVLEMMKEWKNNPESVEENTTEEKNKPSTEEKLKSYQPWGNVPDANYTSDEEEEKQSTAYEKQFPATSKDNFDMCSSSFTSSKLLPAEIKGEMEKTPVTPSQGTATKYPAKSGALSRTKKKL
* hit, by the source's call; i = inactive.

entry	SMILES	CHT block	STK33 kinase inh	CHT PAM
1	Cc1[nH]c2ccccc2c1-c1ccc(Cl)nn1	i	0.4	i
2	O=C(c1cccc(F)c1)N1CCCC(C(=O)N2CCCCCC2)C1 (stereo not given)	i	-1.9	i
3	O=C(NCc1ccccc1Cl)c1ccc(CS(=O)Cc2ccc(Cl)cc2)o1 (stereo not given)	i	-0.2	i
4	CCN1CCN(c2ncc(C(=O)Nc3ccccc3C(=O)OC)c3ccccc23)CC1	i	2.2	i
5	CCN1CCN(C(=O)Cn2nc(C)c3sc4ccccc4c3c2=O)CC1	i	-2.1	i
6	CCOC(=O)c1c(NC(C)=O)sc(C(=O)NC2CCCC2)c1C	i	-2.1	i
7	N#Cc1cn(CCCOc2ccccc2)c2ccccc12	i	1.4	i
8	Cc1ccc2nc3c(c(C(=O)OC4CCOC4=O)c2c1)CCCC3 (stereo not given)	i	1.2	i
9	Cc1nc(-c2ccc(C(=O)Nc3cccc(Br)c3)cc2)cs1	i	-0.4	i
10	Cc1cc(Nc2cccc(Br)c2)c2ccccc2n1	i	-0.4	i
11	CCOC(=O)c1c(S(=O)(=O)Nc2ccc(F)cc2Cl)c(C)n(C)c1C	i	1.2	i
12	Cc1cc(C)nc(N2CCN(S(=O)(=O)c3ccc(F)cc3)CC2)n1	i	-0.7	i
13	Cc1c(OCC(=O)NCc2ccccn2)ccc2c(-c3ccccc3)cc(=O)oc12	i	-1.3	i
14	Cc1cccc(C(C)C)c1NC(=O)Cc1ccc(S(=O)(=O)N2CCOCC2)s1	i	8.6	i
15	COc1ccc(S(=O)(=O)N(C)C)cc1NC(=O)COC(=O)c1nc2nccc(C)n2n1	i	-0.8	i
16	COc1ccc(CCN2CC(C(=O)Nc3ccc4c(c3)OCO4)CC2=O)cc1OC (stereo not given)	i	-1.6	i
17	CC1(C)Cc2cccc(OCC(=O)NCCOc3ccccc3)c2O1	i	0.2	i
18	O=C(Cn1nc(C(F)F)cc1C(F)F)NNC(=S)Nc1ccc(F)cc1	i	0.1	i
19	Cc1cc(N/N=C/c2cccc([N+](=O)[O-])c2)nc(-n2nc(C)cc2C)n1	i	-0.9	i
20	CCOC(=O)c1c(S(=O)(=O)N2CCCC(C(=O)Nc3ccc(C)cn3)C2)c(C)n(C)c1C (stereo not given)	i	3.6	i
21	COc1cc(C(=O)NCc2cccc(Cl)c2)ccc1OCC(=O)N1CCOCC1	i	-1.3	i
22	Cc1ccc(NS(=O)(=O)c2ccc3c(c2)CC(=O)N3)c(C)c1	i	-0.7	i
23	CCN(CC)CCNC(=O)Cn1nc(Cc2ccncc2)c2ccccc2c1=O	i	-1.2	i
24	COC(=O)c1ccc(S(=O)(=O)c2ccc([N+](=O)[O-])cc2)cc1	i	-1.6	i
25	O=C(CCN1CCOCC1)N/N=C/c1cc(Br)cc(Br)c1O	i	-0.5	i

Whole records, looked up by structure:
Entry for `Cc1ccc2nc3c(c(C(=O)OC4CCOC4=O)c2c1)CCCC3` (stereo not given) : CHT block: i; STK33 kinase inh: 1.2; CHT PAM: i
Entry for `Cc1cc(N/N=C/c2cccc([N+](=O)[O-])c2)nc(-n2nc(C)cc2C)n1` : CHT block: i; STK33 kinase inh: -0.9; CHT PAM: i
Entry for `CCN1CCN(c2ncc(C(=O)Nc3ccccc3C(=O)OC)c3ccccc23)CC1` : CHT block: i; STK33 kinase inh: 2.2; CHT PAM: i

The listing continues:
entry	SMILES	CHT block	STK33 kinase inh	CHT PAM
26	Cc1cc(=O)oc2c(C)c(OCC(=O)NC3CCN(Cc4ccccc4)CC3)ccc12	i	-0.5	i
27	Cc1ccc(C(=O)NC2CCN(CC(=O)Nc3c(C)cc(C)cc3C)CC2)cc1	i	-0.9	i
28	O=C(O)c1cc2ncc(CCO)cn2n1	i	-1.2	i
29	Cc1cc(C)nc(NC(=O)COc2cc(Cl)cc(Cl)c2)n1	i	0.2	i
30	CCOC(=O)c1c(NC(=O)COC(=O)c2nc(Cl)ccc2Cl)sc(C(=O)NC)c1C	i	-1.4	i
31	COc1ccccc1Oc1nnnn1-c1ccc(C(N)=O)cc1	i	-1.3	i
32	O=C(COc1ccccc1F)Nc1ccc2c(c1)OCCO2	i	-0.6	i
33	CN(Cc1c(F)cccc1Cl)S(=O)(=O)c1cccs1	i	-1.0	i
34	COc1ccc(/C=N\NC(=O)c2cccc(Br)c2)c(OC)c1	i	0.8	i
35	O=C(N/N=C/c1cccc(Oc2ccccc2)c1)c1cc[n+]([O-])cc1	i	-1.2	i
36	CCCOc1ccc(/C=N/NC(=O)C2CC2)c(OCCC)c1	i	-1.6	i
37	COc1ccc(CC(C)N2CCN(Cc3ccccc3)CC2)c(OC)c1 (stereo not given)	i	0.0	i
38	O=C(Nc1ccccc1)C1CC=CCC1C(=O)OCC1CCCO1 (stereo not given)	i	-1.1	i
39	O=C(c1cccc(Oc2ccccc2)c1)N1CCOCC1	i	-2.5	i
40	O=C(C1=C[C@@H](c2coc3ccccc3c2=O)C[C@@H](OCc2ccc(CO)cc2)O1)N1CCOCC1	i	-0.2	i
41	CN(Cc1ccccc1)C(=O)c1nc2ccccn2c1CN1CCc2sccc2C1	i	0.9	i
42	O=C(N/N=C/C=C/c1ccccc1[N+](=O)[O-])c1cc(-c2ccccc2)n[nH]1	i	1.6	i
43	CCc1cc(=O)oc2cc(OCC(=O)N3CC[C@@]4(O)CCCC[C@H]4C3)ccc12	i	1.7	i
44	CCOC(=O)Cc1nnc(NC(=O)CCc2ccccc2)s1	i	0.2	i
45	COc1ccc(-c2csc(NC(=S)NC(=O)c3ccco3)n2)cc1	i	0.8	i
46	COc1ccc(-c2ccnc3nc(Sc4ncc(C(F)(F)F)cc4Cl)nn23)cc1	i	0.1	i
47	Cc1ccc(S(=O)(=O)N2CCN(C(=O)C3CCCO3)CC2)cc1C (stereo not given)	i	-0.8	i
48	CCOC(=O)/C=C(\C)N1N=C(c2ccccc2)CC1c1ccccc1 (stereo not given)	i	-1.6	i
49	CCOc1ncccc1C(=O)OCC(=O)Nc1cccc(C(C)=O)c1	i	0.1	i
50	CCn1nnnc1NCc1ccc(OCc2c(F)cccc2Cl)c(OC)c1	i	-0.2	i

Five compounds out of the list, arranged by SMILES length, rising:
entry	SMILES	CHT block	STK33 kinase inh	CHT PAM
38	O=C(Nc1ccccc1)C1CC=CCC1C(=O)OCC1CCCO1 (stereo not given)	i	-1.1	i
29	Cc1cc(C)nc(NC(=O)COc2cc(Cl)cc(Cl)c2)n1	i	0.2	i
37	COc1ccc(CC(C)N2CCN(Cc3ccccc3)CC2)c(OC)c1 (stereo not given)	i	0.0	i
47	Cc1ccc(S(=O)(=O)N2CCN(C(=O)C3CCCO3)CC2)cc1C (stereo not given)	i	-0.8	i
42	O=C(N/N=C/C=C/c1ccccc1[N+](=O)[O-])c1cc(-c2ccccc2)n[nH]1	i	1.6	i

Next records follow:
entry	SMILES	CHT block	STK33 kinase inh	CHT PAM
51	CC(=O)Nc1ccc(S(=O)(=O)N2CCN(c3nc4ccccc4n3CC(C)C)CC2)cc1	i	0.1	i
52	Cc1nnsc1C(=O)Nc1ccc(Cl)cc1Cl	i	-0.2	i
53	O=[N+]([O-])c1cccnc1Sc1ccc(Cl)cc1	i	0.3	i
54	O=C(O)COc1ccccc1/C=C1\SC(=S)N(/N=C/c2ccccc2O)C1=O	i	3.4	i
55	COc1cc(NC(=O)Cn2c(=O)n(-c3cccc(C)c3)c(=O)c3c(C)c(C)sc32)cc(OC)c1	i	-1.0	i
56	CCCC(c1nnnn1C(C)(C)C)N1CCN(Cc2ccccc2)CC1 (stereo not given)	i	-0.6	i
57	Fc1ccccc1NC(=S)NC1CCCC1	i	-1.8	i
58	CCCCN(C(=O)CCC(=O)Nc1cc(C)on1)C(C(=O)NC1CCCC1)c1ccc(OCC)cc1 (stereo not given)	i	-1.4	i
59	CC(C)NC(=O)NC(=O)COC(=O)CCOc1ccccc1	i	0.0	i
60	O=C(CSc1nnnn1-c1ccc(O)cc1)c1cc2ccccc2o1	i	-0.7	i
61	CC(C)CC1CCCCC1OC(=O)C[N+]1(C)CCCCC1 (stereo not given)	i	-1.4	i
62	O=P(Cc1cc(Br)cc(Br)c1OCCO)(c1ccccc1)c1ccccc1	i	-1.3	i
63	CCC(OC(=O)c1nsc(Cl)c1Cl)C(=O)NCc1ccco1 (stereo not given)	i	-1.3	i
64	Cc1nonc1OCCNCCNc1ccccc1[N+](=O)[O-]	i	-1.1	i
65	CCCn1c(NCc2c[nH]c3ccccc23)nc2ccccc21	i	-1.1	i
66	Cc1ccc(C2=CSC3=NCCN23)c(C)c1	i	-2.0	i
67	COc1ccc(CCN2CC(C(=O)NCc3nc4ccccc4n3C)CCC2=O)cc1 (stereo not given)	i	0.4	i
68	O=C(CNC(=O)c1ccccc1)OCc1nnc(-c2ccc(Cl)cc2)o1	i	-2.4	i
69	O=C1CC(c2ccccc2)CC(O)=C1C=NCC1CCCO1 (stereo not given)	i	1.0	i
70	CCOC(=O)[C@H]1[C@H]2COc3ccc(C)cc3[C@@H]2N2C(=O)c3ccccc3NC(=O)[C@@]12C	i	-3.6	i
71	CSc1ccc(CNCc2ccco2)cc1	i	-0.5	i
72	O=C(O)c1cccc(S(=O)(=O)NCC2CCCO2)c1 (stereo not given)	i	-1.5	i
73	CCOc1ccc(C(=O)N/N=C/c2cc([N+](=O)[O-])cs2)cc1	i	0.4	i
74	Cc1nc(N2CCOCC2)c(C#N)c(C)c1Br	i	-1.3	i
75	N=c1n(Cc2ccccc2)c2ccccc2n1CC(O)c1ccco1 (stereo not given)	i	0.5	i
76	Cc1ccccc1NC1=NC(=S)N(c2ccccc2)C12CCCCC2	i	0.4	i
77	O=C(NNS(=O)(=O)c1ccc(Cl)cc1)c1cnn(-c2ccccc2)c1-n1cccc1	i	-0.6	i
78	C/C(=N\Nc1ncc(Cl)cc1Cl)c1ccc2c(c1)OCO2	i	-1.8	i
79	CN(C)S(=O)(=O)c1ccc(N2CCOCC2)c(C(=O)O)c1	i	-1.5	i
80	Nc1cc2ccccc2oc1=O	i	-0.5	i
81	NC(=O)C1CCN(CCC(=O)Nc2ccc(F)c(F)c2)CC1	i	-1.0	i
82	CCn1c(-c2cccnc2Cl)nc2ccccc21	i	-0.2	i
83	COc1ccc(CNC2CCCCC2)cc1	i	-0.1	i
84	COC(=O)C1CCN(C(=O)CCC2CCCCC2)CC1	i	-5.0	i
85	O=C(OCC(=O)c1ccccc1Cl)c1cnccn1	i	-2.2	i
86	COCCOC(=O)c1c(C)oc2ccc(OC(=O)COc3c(F)c(F)c(F)c(F)c3F)cc12	i	2.7	i
87	COC(=O)c1c(C(=O)OC)c(-c2ccccc2)n2c1CCC2	i	-1.2	i
88	O=C(CSCc1nc2ccccc2[nH]1)Nc1ccc(Oc2ccccc2)cc1	i	-1.0	i
89	Cc1ccc2cc(CN(Cc3ccco3)C(=O)c3cccs3)c(=O)[nH]c2c1	i	1.3	i
90	Cc1cc(CNC(=O)CC2C(=O)NCCN2Cc2ccccc2)nn1C (stereo not given)	i	-0.9	i
91	CCn1c(SCC(=O)N/N=C\c2ccccc2OCC(=O)O)nnc1-c1ccc(Cl)cc1	i	-0.6	i
92	c1ccc(C[n+]2ccc3ccccc3c2)cc1	i	0.7	6.3*
93	O=C(CSc1ccc2nnc(-c3ccccc3)n2n1)N1CCCCC1	i	4.7	i
94	COc1cccc(OCc2nnc(-c3cccs3)o2)c1	i	-1.0	i
95	CC(C)/C=C/C(=O)N1CCC(N2CCC(C(=O)N3CCOCC3)CC2)CC1	i	-0.3	i
96	COC(=O)CCSc1cc([N+](=O)[O-])cc2c1c(C1OCCS1)nn2-c1ccccc1 (stereo not given)	i	-3.2	i
97	CCOC(=O)CCc1c(C)c2ccc(OCC)c(C)c2oc1=O	i	0.4	i
98	O=C(Nc1sc2c(c1C(=O)O)CCC2)c1ccccc1F	i	-1.1	i
99	CC1CCN(C(=O)c2cc3ccccc3cc2O)CC1	i	-0.5	i
100	CCOP(=O)(c1ccccc1)C(O)c1ccc(Br)cc1 (stereo not given)	i	-2.5	i

(further entries)
entry	SMILES	CHT block	STK33 kinase inh	CHT PAM
101	O=C(NC1CCCc2ccccc21)C1CCN(C(=O)c2sccc2-n2cccc2)CC1 (stereo not given)	i	-0.3	i
102	Cc1ccc(-c2csc(Nc3ccc(C(=O)O)cc3)[n+]2Cc2ccccc2)cc1	i	-0.9	i
103	COc1ccc(NC(=O)O/N=C/c2ccccc2Cl)cc1	i	-0.4	i
104	Cc1ccc2c(C)c(C(=O)N(Cc3ccccc3)C3CCS(=O)(=O)C3)oc2c1 (stereo not given)	i	-0.7	i
105	Cc1ccc(-c2nc3cc(Br)cnc3nc2-c2ccc(C)cc2)cc1	i	-1.0	i
106	CCOC(=O)N1CCN(c2c(N3CC=C(c4ccccc4)CC3)c(=O)c2=O)CC1	i	-1.4	i
107	Cc1occc1C(=O)N/N=C/c1ccccc1[N+](=O)[O-]	i	-0.4	i
108	CCOc1cc(C(=O)NC(C)C2CC3CCC2C3)cc(OCC)c1OCC (stereo not given)	i	0.5	i
109	N#Cc1ccc(OCC(=O)N/N=C2/CC(c3ccccc3)Oc3ccccc32)cc1 (stereo not given)	i	2.4	i
110	CC(C)N(Cc1nc(-c2ccccc2)no1)C(=O)c1ccc(Br)o1	i	-1.6	i
111	Cc1nn2c(N3CCOCC3)cc(C(C)(C)C)nc2c1-c1ccccc1	i	-0.2	i
112	O=C(NCc1ccncc1)C1CCCN(S(=O)(=O)Cc2ccccc2)C1 (stereo not given)	i	-1.8	i
113	Oc1c(Br)cc(Br)cc1/C=N/N1CCN(Cc2ccccc2)CC1	i	-1.3	i
